Compound activity as filed in PubChem BioAssay.
inhibitors of VEEV = inhibitors of VEEV TC-83 cytopathic effect, confirmation, Vero cells (AID 588727) | Vero cells, VEEV TC-83 cytopathic effect inhibition; higher % means a stronger effect | inhibition, % at 20 µM, or IC50 in µM where a hit was titrated | hit rate 0.13% among 350,000; in the data active = a potency from the dose series; inconclusive = inhibition mostly from about 14% at the one dose, without a potency; inactive = the rest, 99 in 100 with inhibition below about 12%; also: strong numbers were not always called active
M. tuberculosis HTS = M. tuberculosis growth inhibition, HTS (AID 449762); hit rate 0.59% among 330,000; inhibition, % at 25 µM; hits with a dose series show IC50 in µM; M. tuberculosis H37Rv growth inhibition, 7H9 media; higher % means a stronger effect; in the data active = a potency from the dose series; inconclusive = inhibition above about 70% without an active follow-up result;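 also: bacterial growth assessed after seven days of incubation; strong numbers were not always called active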
Salmonella PhoP GFP = PhoP regulon inhibitors, Salmonella typhi PhoP promoter GFP reporter, confirmatory (AID 1850) | Salmonella Typhi PhoP-promoter GFP reporter, fluorescence, 4 h; higher % means a stronger effect | inhibition, % at 50 µM; hits with a dose series show IC50 in µM | hit rate 0.33% among 310,000; in the data active = a potency from the dose series; inconclusive = inhibition mostly from about 25% at the one dose, without a potency; inactive = the rest, 99 in 100 with inhibition below about 19%;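 also: 0% = induced wells with vehicle and 100% = uninduced wells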
H1N1 NS1A inhibition = NS1A inhibition, H1N1 influenza, cell based functional assay (AID 504329); NS1A functional cell-based assay, percent inhibition; higher % means a stronger effect; one-dose inhibition, % at 12.5 µM; IC50 in µM for titrated hits; hit rate 0.3% among 340,000; in the data active = a potency from the dose series; inconclusive = inhibition above about 27% without an active follow-up result; also: strong numbers were not always called active
tuberculosis growth = growth inhibition of non-replicating M. tuberculosis (AID 488890) | one-dose inhibition, % at 25 µM; IC50 in µM for titrated hits | hit rate 0.39% among 320,000 | Mycobacterium tuberculosis non-replicating, growth inhibition; higher % means a stronger effect; in the data active = a potency from the dose series; inconclusive = inhibition mostly from about 82% at the one dose, without a potency; inactive = the rest, 99 in 100 with inhibition below about 76%;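 also: plate controls were DMSO cells for no effect and high antibiotic wells for full effect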
inhibitors of VEEV 10K pilot screen = further read-out of inhibitors of VEEV, marked with its call; inhibition, %; measured here: 10K pilot screen inhibition
Starred values were filed as active, the others as inactive; i = inactive; u = inconclusive; x = not tested or not shown.

SMILES	inhibitors of VEEV	M. tuberculosis HTS	Salmonella PhoP GFP	H1N1 NS1A inhibition	tuberculosis growth	others
Cc1ccc(S(=O)(=O)c2ccc(C)cc2)cc1	i	8%	3%	0%	9%
CCN(CC)CCN(C(=O)c1ccc(CN2CCCCC2)o1)C(C(=O)NC1CCCCC1)c1ccc(F)cc1 (configuration not stated)	0.5%	-7%	2%	-15%	-3%
COc1ccccc1C(=O)NCCC(=O)Nc1ncccc1O	9.8%	-7%	-7%	-4%	-8%
O=C(CSCCO)Nc1cccc([N+](=O)[O-])c1	0.5%	-4%	-1%	5%	-17%
Cc1cc(OCCN2CCN(S(=O)(=O)c3ccccc3F)CC2)ccc1C(C)C	0.8%	11%	x	5%	47%
Nc1ccc(Cl)c(S(=O)(=O)Nc2ccccc2Cl)c1	0.2%	0%	9%	3%	4%
O=C(O)CCCN1C(=O)C(=O)/C(=C(/O)c2ccc(Cl)cc2)C1c1ccccc1 (configuration not stated)	i	-9%	11%	-5%	-5%
CCOC(=O)C(CC(=O)O)N1CCCCC1 (configuration not stated)	i	-9%	0%	1%	-9%
Cc1ccc(-n2c(SCC(=O)O)nc3sc4c(c3c2=O)CC(C)(C)SC4)cc1	0.4%	x	x	22%	x
CC(=O)c1cccc(NC(=S)N2CCN(CCN3C(=O)c4cccc5cccc(c45)C3=O)CC2)c1	5.7%	-2%	4%	0%	-5%
O=[N+]([O-])c1ccc(OCc2nnc(-c3ccccc3)o2)cc1	0.1%	1%	-4%	1%	-4%
Cc1cc(C)c(S(=O)(=O)N2CCN(C(=O)C(C)Cn3nc(C)nc3C)CC2)c(C)c1 (configuration not stated)	i	0%	8%	-12%	2%
O=C(NCC1CCCO1)c1ccc(/C=N/O)nc1 (configuration not stated)	0.7%	4%	-3%	1%	-12%
CCOC(=O)c1c(C)[nH]c(C)c1C(=O)CSc1nc2ccccc2[nH]1	0.9%	2%	-7%	7%	10%
CCCn1c(=NC(C)=O)c(C(=O)OCC)cc2c(=O)n3ccccc3nc21	i	2%	-5%	-5%	-10%
CC(Nc1ccc2ccccc2c1)C(=O)N/N=C/c1ccncc1 (configuration not stated)	2.4%	-5%	x	0%	7%
Cc1ccc(NC(=O)COC(=O)CNC(=O)c2ccc(C)s2)cc1	i	6%	-15%	5%	-15%
Cc1cc(C)cc(OCC(=O)Nc2cc(C)on2)c1	0.8%	-5%	-2%	-3%	3%
COc1ccc(CCNCc2ccc(SC)cc2)cc1	x	-9%	17%	x	25%
CCC1=NN2C(=N)/C(=C/c3cc(C)n(-c4ccccc4)c3C)C(=O)N=C2S1	0.9%	-11%	-10%	-2%	-9%
Cc1cccc(N2CCN(S(=O)(=O)c3cc4c(cc3Cl)NC(=O)CO4)CC2)c1C	1.6%	-7%	10%	-5%	71%	inhibitors of VEEV 10K pilot screen=0.2
Cn1cc(NC(=O)OCc2ccc(Cl)cc2)c(C(F)(F)F)n1	2.1%	-1%	4%	-10%	1%
O=C1CCCc2c1[nH]c1c(Br)cccc21	3.0%	16%	13%	-3%	3%
CCOC(=O)C(CCCCC(NC(C)=O)(C(=O)OCC)C(=O)OCC)(NC(C)=O)C(=O)OCC	0.8%	-2%	-3%	-28%	-14%
CCCSP1(=S)NCCCO1 (configuration not stated)	0.1%	8%	-12%	-24%	13%
C[C@H](CO)N1C[C@H](C)[C@@H](CN(C)S(=O)(=O)c2ccc(F)cc2)Oc2ccc(NS(=O)(=O)c3ccc(F)cc3)cc2C1=O	1.0%	-1%	x	-2%	39%
Cc1cc(C)nc(N2Cc3ccccc3C2=N)n1	0.5%	1%	21%	-9%	5%
CC(C)(C)NC(=O)Cn1nnc(-c2ccccc2NC(=O)c2ccco2)n1	i	1%	-2%	1%	3%
Cc1ccc(-n2ncc3c2CCCC3NC(=O)c2ccoc2)cc1C (configuration not stated)	2.2%	-6%	-2%	-3%	18%
O=C(NN1CCOCC1)c1ccc(Cl)cc1Cl	1.3%	10%	-2%	2%	-3%

Structures listed so far containing nitrogen in an aromatic ring:
SMILES	inhibitors of VEEV	M. tuberculosis HTS	Salmonella PhoP GFP	H1N1 NS1A inhibition	tuberculosis growth	others
COc1ccccc1C(=O)NCCC(=O)Nc1ncccc1O	9.8%	-7%	-7%	-4%	-8%
Cc1ccc(-n2c(SCC(=O)O)nc3sc4c(c3c2=O)CC(C)(C)SC4)cc1	0.4%	x	x	22%	x
O=[N+]([O-])c1ccc(OCc2nnc(-c3ccccc3)o2)cc1	0.1%	1%	-4%	1%	-4%
Cc1cc(C)c(S(=O)(=O)N2CCN(C(=O)C(C)Cn3nc(C)nc3C)CC2)c(C)c1 (configuration not stated)	i	0%	8%	-12%	2%
O=C(NCC1CCCO1)c1ccc(/C=N/O)nc1 (configuration not stated)	0.7%	4%	-3%	1%	-12%
CCOC(=O)c1c(C)[nH]c(C)c1C(=O)CSc1nc2ccccc2[nH]1	0.9%	2%	-7%	7%	10%
CCCn1c(=NC(C)=O)c(C(=O)OCC)cc2c(=O)n3ccccc3nc21	i	2%	-5%	-5%	-10%
CC(Nc1ccc2ccccc2c1)C(=O)N/N=C/c1ccncc1 (configuration not stated)	2.4%	-5%	x	0%	7%
Cc1cc(C)cc(OCC(=O)Nc2cc(C)on2)c1	0.8%	-5%	-2%	-3%	3%
CCC1=NN2C(=N)/C(=C/c3cc(C)n(-c4ccccc4)c3C)C(=O)N=C2S1	0.9%	-11%	-10%	-2%	-9%
Cn1cc(NC(=O)OCc2ccc(Cl)cc2)c(C(F)(F)F)n1	2.1%	-1%	4%	-10%	1%
O=C1CCCc2c1[nH]c1c(Br)cccc21	3.0%	16%	13%	-3%	3%
Cc1cc(C)nc(N2Cc3ccccc3C2=N)n1	0.5%	1%	21%	-9%	5%
CC(C)(C)NC(=O)Cn1nnc(-c2ccccc2NC(=O)c2ccco2)n1	i	1%	-2%	1%	3%
Cc1ccc(-n2ncc3c2CCCC3NC(=O)c2ccoc2)cc1C (configuration not stated)	2.2%	-6%	-2%	-3%	18%

(continued)
SMILES	inhibitors of VEEV	M. tuberculosis HTS	Salmonella PhoP GFP	H1N1 NS1A inhibition	tuberculosis growth	others
Cc1nc(COc2cccc(Cl)c2)sc1C(=O)/C=C/N(C)C	11%	-1%	2%	10%	29%
Cc1ccc(SCCC(=O)OCC(=O)NCC2CCCCC2)cc1	3.1%	4%	-12%	-4%	i
O=C(c1cn(CC2CCCCC2)nn1)N1CCN(c2ccc(F)cc2)CC1	1.8%	u	-4%	1%	48%
COC(=O)CCCC1=CC2=CC(=O)C(C)(OC(=O)c3cccs3)C(=O)C2=CN1CC(C)C (configuration not stated)	1.4%	0%	-7%	-16%	-2%
Cc1ccc(S(=O)(=O)N2CCN(S(=O)(=O)N(C)C)CC2)cc1	i	5%	1%	3%	0%
N#Cc1nc(-c2ccco2)oc1NCc1ccco1	0.1%	-5%	1%	-7%	4%
CC(=O)c1ccc(S(=O)(=O)N2CCCC(N(C)CCc3ccccn3)C2)cc1 (configuration not stated)	i	-6%	-4%	-2%	15%
Cn1ccsc1=NC(=O)c1ccc(CS(C)(=O)=O)cc1	1.3%	-7%	-26%	-10%	-16%
Oc1ccccc1CNc1nc2ccccc2n1CCN1CCCCC1	6.4%	2%	21%	6%	5%
O=C(NCCNC(=O)c1ccco1)c1ccco1	0.4%	-1%	-9%	5%	-5%
O=C(Nc1ccc(Cl)cc1)C1C2C=CC3(O2)C1C(=O)N(CCCN1CCCCC1)C3C(=O)NC1CCCCC1 (configuration not stated)	i	-6%	-16%	-7%	6%
O=C(N/N=C/c1ccncc1)c1ccncc1	3.5%	x	x	0%	x
Cc1cccc2c1N(N=O)CCC2	0.2%	-8%	-7%	1%	8%
Cc1cc(C)nc(NS(=O)(=O)c2ccc(NC(=O)c3cc(=O)c4ccccc4o3)cc2)n1	1.8%	6%	6%	1%	38%
N#C/C(=N\Nc1ccc(Cl)cc1)C(=O)c1ccccc1	9.2%	-3%	3%	-15%	u
COc1ccc(NS(=O)(=O)c2cc(NC(=O)CC(C)(C)C)ccc2N2CCCC2)cc1	i	5%	x	4%	22%
CCc1cc(-c2nnc(SCC(=O)NC3CC3)n2C)cs1	i	6%	-10%	17%	25%
COc1ccc(NS(=O)(=O)c2cccc(C(=O)NCCCn3ccnc3)c2)cc1	0.8%	-1%	1%	-5%	-4%
CCc1ccc(NC2=NCC(c3ccccc3)S2)cc1 (configuration not stated)	i	3µM*	-1%	0%	u
Brc1ccc(-c2cnc(-c3cccs3)o2)cc1	1.0%	5%	-4%	6%	37%
CCC(C)Nc1nc(OCC(F)(F)F)nc(OCC(F)(F)F)n1 (configuration not stated)	i	-4%	-2%	-1%	-3%
CCCCCC1CC(/C(C)=N/NC(N)=O)OC1=O (configuration not stated)	0.4%	-7%	10%	-2%	9%
Cc1ccc2c(c1)cc(CN(Cc1ccco1)C(=O)COc1ccccc1)c1nnnn12	9.0%	5%	5%	10%	2%
CCCCCC(=O)NNC(=O)Cc1ccc([N+](=O)[O-])cc1	1.5%	-1%	2%	-5%	-22%
O=C(NCc1ccncc1)C(=O)NCC(c1ccccc1)c1ccccc1	x	-4%	-9%	x	-1%
COc1ccc(C(C(=O)NC2CCCCC2)N(C(=O)c2snc(C(N)=O)c2N)c2ccc(OC)cc2OC)cc1 (configuration not stated)	3.1%	31%	-3%	-3%	18%
Cc1cccc2[nH]c3c(N4CCC5(CC4)OCCO5)ncnc3c12	1.4%	-6%	-1%	0%	30%	inhibitors of VEEV 10K pilot screen=7.8
CC(=O)Nc1c(Br)cc2c(c1Br)C(=O)c1ccccc1-2	0.5%	x	x	-22%	x
O=C(CN1C(=O)c2cccnc2Oc2ccc(Cl)cc21)NC1CCCCCC1	3.2%	6%	-5%	7%	19%
CC(C)(C)c1ccc(-c2nc(N)nc(N)n2)cc1	2.2%	-3%	-1%	x	4%
CCCS(=O)(=O)N1CCN(c2cc3c(cc2[N+](=O)[O-])n(C)c(=O)n3C)CC1	4.8%	-8%	-10%	5%	2%
Cc1ccc(C)c2[nH]c(=O)c(C(c3nnnn3Cc3ccco3)N3CCc4ccccc4C3)cc12 (configuration not stated)	13%	31%	-4%	-6%	29%
CCCCCCCCCCCCN1C/C(=C\C(=O)OCC)c2cc(C(F)(F)F)ccc2S1(=O)=O	i	7%	15%	8%	-18%	inhibitors of VEEV 10K pilot screen=0.3
CCn1c(=O)cc(SCC(=O)N2CCN(C)CC2)c2ccccc21	1.4%	-2%	-9%	4%	0%
Clc1ccc(SCCOCCN2CCOCC2)cc1	0.1%	1%	-3%	-5%	24%
C/C(=N\N1CCN(Cc2ccccc2Cl)CC1)c1ccc([N+](=O)[O-])cc1	1.3%	-1%	-2%	15%	23%
O=c1c(Cc2ccccc2)c(O)ccn1C1CCCCCCC1	i	1%	-15%	-5%	2%
O=C(C1CCN(S(=O)(=O)c2cccc3cccnc23)CC1)N1CCN(C2CCCC2)CC1	1.0%	-3%	12%	3%	x
